# OXTR potentiate: human OXTR potentiators, primary screen, fluorescence, CHO-OTR cells, Fluo-8 calcium. Oxytocin receptor (Homo sapiens), P30559. Fluo-8 calcium fluorescence, potentiator mode; 0% = oxytocin EC15, 100% = EC100. 0.061% of 320,000 active. activation, % at 3 µM;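 active = activation above that plate's cutoff, the mean activation of tested compounds plus 3 SD, cut at about 6.6% in these data, passing the limit was not always enough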;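 also: 100% uses oxytocin at 75 nM as the full agonist control; some results filed as inactive read as strong as hits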
# Target sequence (P30559 whole entry, looked up): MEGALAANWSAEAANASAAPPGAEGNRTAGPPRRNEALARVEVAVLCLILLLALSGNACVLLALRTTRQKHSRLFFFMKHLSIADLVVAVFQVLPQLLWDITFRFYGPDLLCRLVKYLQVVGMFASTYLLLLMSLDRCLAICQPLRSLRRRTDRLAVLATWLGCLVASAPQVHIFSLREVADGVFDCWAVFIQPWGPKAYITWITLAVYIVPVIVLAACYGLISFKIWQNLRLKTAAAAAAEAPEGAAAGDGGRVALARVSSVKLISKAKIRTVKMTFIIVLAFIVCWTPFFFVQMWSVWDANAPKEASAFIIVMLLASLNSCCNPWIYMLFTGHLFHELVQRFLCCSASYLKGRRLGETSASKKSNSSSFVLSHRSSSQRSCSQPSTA
#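 Assay system: CHO cell line stably expressing human OTR | Also added: Oxytocin at about EC15, sub-maximal agonist stimulus | Times: Compound 6 min at room temperature before oxytocin, 100 s read | Measured by: Fluo-8 intracellular calcium fluorescence, ex 470-495, em 515-575 nm | Controls: EC15 oxytocin alone as 0%, 75 nM oxytocin as 100%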
# OXTR agonist: human OXTR agonists, primary screen, fluorescence, CHO-OTR cells, Fluo-8 calcium; Oxytocin receptor (Homo sapiens), P30559; Fluo-8 calcium fluorescence; normalized: DMSO 0%, oxytocin 100%; 0.32% of 320,000 active; activation, % at 3 µM;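 active = activation above the mean of all tested compounds plus 3 SD, cutoff set per screening run, cut at about 20% in these data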;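 also: peak over basal fluorescence ratio from a 100 s FLIPR kinetic read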
# CHO parental Ca: ATP-evoked calcium signal inhibitors, parental CHO, primary screen, counter-screen for OX1R antagonist project, cell-based, fluorescence, Fluo-8 calcium dye; inhibition, % at 5.6 µM; AID 463079, 2010; parental CHO-K1, ATP-induced calcium, Fluo-8 fluorescence; 0.63% of 330,000 active;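 active = inhibition above that plate's mean sample inhibition plus 3 SD, cut at about 26% in these data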;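 also: 0% = ATP-challenged DMSO wells and 100% = DMSO wells without ATP; some compounds past the cut are filed as inactive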
#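 Test system: untransfected parental CHO cell line. Compound: one dose, 5.6 µM nominal. Detection: intracellular calcium via Fluo-8 no-wash fluorescent dye. Measure: % inhibition. Benchmarks: ATP-challenged DMSO wells low, unchallenged DMSO wells high.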
# GPR7 antag: GPR7 receptor antagonists, primary screen, cell-based, fluorescence, single concentration; inhibition, % at 4.4 µM; Neuropeptides B/W receptor type 1 (Homo sapiens), P48145; 1.1% of 290,000 active; GPR7-expressing cells, fluorescence antagonist assay; AID 1861, 2009; in the data active = inhibition above about 16%, passing the limit was not always enough;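 also: cells stimulated with the agonist NPW; 0% = agonist with vehicle and 100% = vehicle without agonist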
# Target sequence (P48145 whole entry, looked up): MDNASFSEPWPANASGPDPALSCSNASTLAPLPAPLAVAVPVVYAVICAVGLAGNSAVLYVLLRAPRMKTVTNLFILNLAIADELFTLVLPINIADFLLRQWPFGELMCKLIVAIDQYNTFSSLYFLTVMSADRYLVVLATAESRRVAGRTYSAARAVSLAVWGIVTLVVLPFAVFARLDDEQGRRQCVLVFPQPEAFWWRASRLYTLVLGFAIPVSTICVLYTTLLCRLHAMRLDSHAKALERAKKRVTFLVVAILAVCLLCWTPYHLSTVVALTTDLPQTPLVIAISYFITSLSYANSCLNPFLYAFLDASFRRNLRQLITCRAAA
# CHO-K1 Ca antag: counter-screen for M1 antagonists: effect in parental CHO-K1 cells. ATP-induced calcium, Fluo-8 fluorescence. inhibition, % at 3 µM. 0.6% of 360,000 active;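 active = inhibition above a per-plate cutoff, the plate's mean sample inhibition plus 3 SD, cut at about 24% in these data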;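 also: 0% = DMSO plus EC80 ATP and 100% = DMSO alone without ATP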
# TAAR1 antagonist: human TAAR1 antagonists, primary screen, Fluo-8 calcium fluorescence, CHO RD-HGA16 cells; Trace amine-associated receptor 1 (Homo sapiens), Q96RJ0; antagonist; inhibition, % at 3 µM; 1.5% of 360,000 active; AID 624466, 2012;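 active = inhibition above a per-plate cutoff, the mean inhibition of test compounds on that plate plus 3 SD, cut at about 49% in these data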;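 also: 0% = DMSO plus EC80 beta-PEA response and 100% = DMSO alone without agonist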
# Target sequence (Q96RJ0 whole entry, looked up): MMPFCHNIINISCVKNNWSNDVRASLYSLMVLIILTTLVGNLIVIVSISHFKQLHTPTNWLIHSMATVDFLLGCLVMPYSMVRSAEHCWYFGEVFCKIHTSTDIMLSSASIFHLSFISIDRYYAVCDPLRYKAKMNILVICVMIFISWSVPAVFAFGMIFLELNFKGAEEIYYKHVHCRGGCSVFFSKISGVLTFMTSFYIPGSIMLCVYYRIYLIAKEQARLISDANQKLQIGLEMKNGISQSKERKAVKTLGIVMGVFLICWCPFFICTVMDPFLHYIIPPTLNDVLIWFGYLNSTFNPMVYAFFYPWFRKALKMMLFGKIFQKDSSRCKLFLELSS
#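 System: CHO RD-HGA16 cells bearing hTAAR1. Reagent: EC80 β-phenethylamine stimulus. Schedule: seeding 17-24 h prior, 75-min 37 °C, 30-min RT dye loading. Signal: Fluo-8 intracellular calcium dye fluorescence, real-time kinetic reads. Read-out: % inhibition from peak post-agonist over basal fluorescence ratio. Benchmarks: vehicle wells and EC80 agonist wells. Replicates: n of 1.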
# V1R ag counter: agonists of human V1a receptor, primary screen, counter-screen for OXTR agonist project, fluorescence, CHO-V1R cells. Vasopressin V1a receptor (Homo sapiens), P37288. Fluo-8 calcium fluorescence, agonist mode; 0% DMSO, 100% 3 nM vasopressin. activation, % at 3 µM. 0.25% of 320,000 active. AID 2797, 2010;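 active = activation above the mean activation of all tested compounds plus 3 SD, per screening run, cut at about 20% in these data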;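 also: signal is peak over basal fluorescence ratio across a 100 second FLIPR read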
# M1 PAM parental: nonselective calcium activators in parental CHO-K1 cells, primary screen, counter-screen for M1 PAM project, cell-based, Fluo-8 calcium fluorescence, full deck, 1536-well; 0.02% of 360,000 active; activation, % at 3 µM; AID 602247, 2012; ATP EC20; 0% at ATP EC20, 100% at ATP max;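 active = activation above the run cutoff, the mean activation of all test compounds plus 3 SD, cut at about 40% in these data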;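 also: peak over basal fluorescence ratio in a 140 s read after ATP addition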
# CHO-K1 Ca ag: counter-screen for M1 agonists: effect in parental CHO-K1 cells; Fluo-8 calcium fluorescence; scaled to maximal ATP response, vehicle zero; activation, % at 3 µM; 0.48% of 360,000 active; AID 602248, 2012; in the data active = activation above about 15%;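 also: untransfected CHO-K1 host cells lacking M1 receptor as counterscreen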
# Starred values were filed as active, the others as inactive; / = no result given.
SMILES,OXTR potentiate,OXTR agonist,CHO parental Ca,GPR7 antag,CHO-K1 Ca antag,TAAR1 antagonist,V1R ag counter,M1 PAM parental,CHO-K1 Ca ag
O=C(Nc1ccc(Cl)cc1)OCc1cn(-c2ccc(Cl)cc2)nn1,-0.3,0.3,1.1,-8.1,0.5,10.2,0.4,7.6,0.5
CSc1ccc(/C=C/C(=O)c2ccc(O)cc2)cc1,-9.9,1.8,5.8,2.7,0.7,1.1,2.0,11.4,1.7
O=C(NC1CCN(C(=O)NCc2ccccc2)CC1)c1ccco1,-11.5,3.5,0.0,-8.5,-3.5,-7.5,0.3,11.1,0.0
O=C(COc1c(Br)cc(Br)cc1Br)N/N=C/c1ccco1,/,/,/,-16.0,-2.1,/,/,8.5,-0.1
Cc1ccc(-c2csc(NC(=O)c3ccccc3F)c2C(=O)O)cc1,-9.8,-0.7,-3.0,34.7,16.3,19.1,2.2,-20.9,-0.2
Cc1cc(C(=O)CSc2nn(-c3ccccc3)c(=S)s2)c(C)n1Cc1ccco1,-3.5,1.9,-18.8,-7.4,-0.4,9.4,0.7,17.6,1.6
O=C(NCc1ccccc1)C1CC(=O)N(C2CCCCCC2)C1 (stereo unspecified),-16.6,-0.8,-4.1,6.8,-1.5,-6.5,-0.8,-1.5,-0.2
Fc1ccc(N2N=C(c3cccs3)CC2c2ccccc2)cc1 (stereo unspecified),-15.4,-1.8,-16.0,-10.7,5.5,11.3,0.5,2.4,-0.2
COc1cccc(CNC(=O)CCc2ccc(OC)c(OC)c2)c1,-1.3,0.1,-3.6,-0.9,-1.0,-17.7,0.0,-5.7,0.5
CCN1N=C(c2ccccc2)CCC1=O,-9.7,-1.2,-2.0,16.1,-1.5,-15.6,0.7,15.1,0.6
Cc1ccc(S(=O)(=O)N2CCCCC2)cc1NC(=O)COC(=O)C1CC2C=CC1C2 (stereo unspecified),-14.0,1.4,-19.7,-3.0,-3.1,0.6,6.2,15.4,6.0
N#C/C(=C\c1ccc(O)c([N+](=O)[O-])c1)c1nc2ccccc2s1,/,/,/,20.4*,29.1*,28.8,/,-9.9,14.3
C#CCNc1nc(CC)nc2c1nnn2Cc1ccccc1F,-16.1,0.2,-4.8,-8.7,1.8,-11.1,0.1,5.3,0.0
Cc1onc(-c2ccccc2)c1CNS(=O)(=O)c1cccc(Cl)c1,-5.8,-2.8,-24.7,-8.4,-9.8,-15.3,-0.2,11.9,0.8
CCn1c(SCC(=O)NC2CCCCC2)nnc1-c1ccccn1,-11.4,-0.4,-21.2,0.5,-6.9,-9.0,1.2,6.9,0.1
CCOc1ccc(CCNC(=O)Cc2ccc(NC3=NC4CS(=O)(=O)CC4S3)cc2)cc1 (stereo unspecified),-6.5,-0.1,-2.4,-6.3,-1.8,-21.8,0.1,13.8,2.3
COc1cc2cnc(-c3ccsc3)c(-c3ccc(F)cc3)c2cc1OC,-6.1,-1.4,-41.4,/,-16.3,11.2,-1.2,-2.5,-0.6
Cc1cc(NC(=O)C(Cl)Cl)cc2c1OCO2,/,/,/,/,7.3,-10.9,/,-8.3,-0.5
Cc1ccc(-c2nnn(CC(=O)N(CC(=O)NC(C)C)c3cnc4ccccc4c3)n2)o1,-10.2,1.1,-7.9,0.9,-1.7,-4.3,1.1,-0.4,0.3
Cc1ccc(-c2noc(-c3ccno3)n2)cc1,-5.9,-1.1,-1.1,-11.0,-13.3,-18.4,0.4,-6.1,-0.2
CCOC(=O)c1c(NC(=O)c2c(C(=O)O)cccc2[N+](=O)[O-])sc(C)c1C,1.3,-2.0,4.6,6.1,-5.3,6.2,-0.2,11.7,0.0
Cc1c(N2C(=O)/C(=C\c3ccc(N(C)C)cc3)N(C)C2=S)c(=O)n(-c2ccccc2)n1C,-6.2,10.4,18.7,-2.1,8.8,3.4,7.7,0.1,8.0
Cc1nc(-c2ccc(F)cc2)c(CC(=O)N(C)CC(=O)Nc2ccccc2Cl)s1,4.4,-1.7,-19.1,/,11.1,-2.8,-0.4,-7.1,-0.3
CCOC(=O)c1cc(=O)n2[nH]c(-c3ccc(C)cc3)cc2n1,-8.9,-1.1,-7.8,-12.8,-10.1,-15.3,-0.5,22.6,0.5
CSc1nnc(C)c(/C=C/NOCc2cccc(F)c2)n1,-4.3,-1.2,-20.3,-3.4,2.0,14.3,0.0,16.3,0.7
Cn1cc(C(=O)NCc2ccc(F)cc2)c(=O)c2cc(S(=O)(=O)N3CCCCC3)ccc21,2.6,0.2,-13.9,-7.8,-6.5,-4.5,-0.3,26.5,-0.2
COC(=O)c1c(C(=O)OC)c(-c2ccccc2)n2c1CS(=O)C2 (stereo unspecified),-9.0,0.3,-4.7,2.6,-3.8,0.8,-0.3,14.6,1.0
Cc1cc(Nc2ccccc2F)n2nc(C)nc2n1,-6.1,-0.1,-3.9,-5.3,-0.9,-23.3,0.2,-3.1,0.4
Cc1ccc(NC(=O)CSc2nc3ccccc3c(=O)n2Cc2cccs2)cc1,-0.5,0.5,-1.9,18.7,6.7,-2.9,0.5,2.9,2.1
C=CCSc1nccc(-c2nn(-c3ccc(C)cc3)ccc2=O)n1,-13.2,-2.3,-29.8,15.2,1.0,12.3,-1.7,-8.9,0.4
COCCn1c(SCC(=O)Nc2cc(C)on2)nnc1-c1ccccc1,-6.0,0.6,-9.1,-8.2,3.9,-0.6,0.7,-5.0,0.8
CSc1nc(N)nc(SCC(=O)c2ccccc2)c1C#N,-6.5,3.5,-4.5,5.5,4.9,29.3,2.4,12.2,5.5
CC1=C(C(=O)OCC2CCCO2)C(c2ccsc2)C2=C(CCCC2=O)N1 (stereo unspecified),1.6,0.3,-14.0,-6.0,-18.1,12.1,1.8,-7.0,0.7
COc1ccc(C(O)c2ncc(-c3cccc4ccccc34)[nH]2)cc1F (stereo unspecified),/,/,/,/,-9.1,4.6,/,8.1,1.3
O=C(CSc1nc2ccsc2c(=O)n1NC(=O)c1ccccc1)Nc1nccs1,-2.4,0.7,-13.8,-13.2,-7.8,1.2,0.2,8.9,1.0
CCOC(=O)N1CCC(N2Cc3cccc(C(=O)O)c3C2=O)CC1,1.1,-0.3,-0.9,-2.9,1.4,-18.3,0.9,15.8,4.0
COc1ccccc1Cc1c(-c2ccccc2)nc2cc(C)c(Br)c(C)n12,/,/,/,/,-9.8,-28.4,/,17.7,0.1
CCc1ccc(NC(=O)CC2C(=O)N(c3cccc(OC)c3)C(=O)N2CCOC)cc1 (stereo unspecified),-5.5,0.9,-6.0,11.5,-4.7,-6.7,-0.2,-5.0,0.9
CC1=CCC(C(=O)O)C(C(=O)Nc2nc3ccc(S(C)(=O)=O)cc3s2)C1 (stereo unspecified),3.7,0.6,7.4,-10.0,17.9,1.7,1.0,2.2,-0.2
O=C(CSc1nnc(-c2cccnc2)o1)Oc1ccccc1,-5.9,-0.6,6.6,3.9,2.6,-18.1,0.8,-5.2,0.2
Cc1ccc(N(C)C(=O)n2cnc3ccccc32)cc1,-6.0,-0.4,-25.1,-4.1,23.0,19.5,0.4,-13.7,-0.1
CCOc1ccc(NC(=S)N(Cc2ccc(Cl)cc2)Cc2ccco2)cc1,-4.6,-0.4,-18.5,-1.0,-11.7,-5.2,0.5,-2.8,-0.2
CSCCC(NS(=O)(=O)c1ccc(Cl)cc1)C(=O)OCC(=O)NC12CC3CC(CC(C3)C1)C2 (stereo unspecified),0.5,-1.9,-14.1,-10.7,14.7,10.4,-0.6,-5.4,0.0
O=C1C2C3C=CC(CC3)C2C(=O)N1c1ccc(Br)cc1[N+](=O)[O-] (stereo unspecified),1.1,-0.7,-4.9,-8.7,-7.6,-2.6,0.2,21.4,6.3
O=C(O)/C=C/c1cn(Cc2ccccc2)nc1-c1ccccc1,-2.0,4.8,-1.1,0.3,-6.6,0.0,3.3,9.6,0.7
CCC1CCCCN1C(=O)COC(=O)CSc1ccc(C(N)=O)cc1[N+](=O)[O-] (stereo unspecified),-6.2,-0.3,-16.6,/,-13.6,-11.3,0.3,-4.4,2.6
CCOC(=O)C1=C[C@@H](CC)N(S(=O)(=O)c2ccccc2)[C@H]1c1ccccc1,/,/,/,/,5.4,-67.8,/,3.1,0.1
COCc1c(C(=O)Nc2ccc(C)c(S(=O)(=O)N3CCOCC3)c2)oc2ccccc12,/,/,/,/,-8.0,42.8,/,7.2,3.0
COc1cccc(CNC(=O)Cc2c(C(=O)O)[nH]c3ccccc23)c1,0.7,1.4,-2.2,7.8,-13.6,0.9,0.7,17.3,0.6
O=C(c1ccc(N2CCCC2)c([N+](=O)[O-])c1)N1CCc2ccccc2C1,-9.2,-1.3,-9.2,/,-8.3,-27.8,0.8,2.2,1.3

# (next part)
SMILES,OXTR potentiate,OXTR agonist,CHO parental Ca,GPR7 antag,CHO-K1 Ca antag,TAAR1 antagonist,V1R ag counter,M1 PAM parental,CHO-K1 Ca ag
CCCCCn1nc(-c2ccccc2)c2nc3ccccc3nc21,-5.0,2.9,-3.2,-7.2,9.4,4.8,0.9,-3.2,0.0
CCOC(=O)c1cnc(SC)nc1Oc1cccc(NC(=O)c2ccc(C)cc2)c1,-8.1,-0.3,12.2,1.6,-1.6,-7.8,-0.6,10.8,0.4
O=C1c2ccc([N+](=O)[O-])cc2NC(c2ccco2)N1/N=C/c1ccco1 (stereo unspecified),-6.6,-1.5,-7.4,-5.0,-9.3,0.9,3.3,-14.3,1.0
CCc1noc(C)c1C(=O)Nc1ccc(S(=O)(=O)N2CCCC(C)C2)cc1 (stereo unspecified),-9.5,0.2,-4.4,/,-1.4,-36.6,1.8,-0.7,3.8
NC(=S)NNc1ccnc2cc(Cl)ccc12,-2.6,0.2,2.4,-12.2,-5.2,-8.9,-0.6,-1.2,0.7

# Only OXTR potentiate, for some of the entries so far:
SMILES | OXTR potentiate
O=C1c2ccc([N+](=O)[O-])cc2NC(c2ccco2)N1/N=C/c1ccco1 (stereo unspecified) | -6.6
CCc1noc(C)c1C(=O)Nc1ccc(S(=O)(=O)N2CCCC(C)C2)cc1 (stereo unspecified) | -9.5
NC(=S)NNc1ccnc2cc(Cl)ccc12 | -2.6

# Compound activity: PubChem BioAssay, The Scripps Research Institute Molecular Screening Center
